p53 reactivator: restores transcriptional activity of mutant p53; H1299 p53-A138V BP100-luciferase reporter, luminescence, 24 h; Potency, µM (series often up to 92.2 µM), inactives show at the top dose activity change, positive = activation, hits mostly activators; 320,000 compounds, 0.063% hits; AID 504706; further: % of control where 0% means no effect; nearly all actives have a fitted effect of over 45% in size
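H1299 (p53-null), stable ts p53-A138V + BP100-Luc; 1000 cells/well, Opti-MEM/10% FBS; cpd 4 pt, 1:5; 24 h, 37 deg C, 5% CO2; detection reagent 10 min RT; luminescence.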
Rab9 promoter act: activates the Rab9 promoter; Huh7 Rab9 promoter-luciferase reporter, luminescence, 24 h; Potency, µM (titrated, usually from 9.22 µM), for inactives: at the highest dose activation, negative = inhibition, hits mostly activators; 320,000 compounds, 2.8% hits; AID 485297; further: % of control where 0% means no effect; nearly all actives have a fitted effect of over 60% in size
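Steps: seed 1500 Huh7 Rab9-luc cells per well, rest 2 h at 37 °C; add compound in DMSO; incubate 24 h; add luciferase reagent, 10 min ambient; read luminescence.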
RORgamma inh: ROR gamma (mouse) transcription inhibition | Drosophila S2 Gal4-RORgamma UAS-luciferase reporter, 20 h | Potency, µM (top dose mostly 53.6 µM), for the others: top-dose activity change, negative = inhibition, actives largely listed as inhibitors | 310,000 compounds, 5.4% hits; further: on the % scale 0 is the no-effect control and ±100 the full control effect; nearly all actives have a fitted effect of over 60% in size
Target sequence (P51450 whole entry, looked up, the tested form may be a part): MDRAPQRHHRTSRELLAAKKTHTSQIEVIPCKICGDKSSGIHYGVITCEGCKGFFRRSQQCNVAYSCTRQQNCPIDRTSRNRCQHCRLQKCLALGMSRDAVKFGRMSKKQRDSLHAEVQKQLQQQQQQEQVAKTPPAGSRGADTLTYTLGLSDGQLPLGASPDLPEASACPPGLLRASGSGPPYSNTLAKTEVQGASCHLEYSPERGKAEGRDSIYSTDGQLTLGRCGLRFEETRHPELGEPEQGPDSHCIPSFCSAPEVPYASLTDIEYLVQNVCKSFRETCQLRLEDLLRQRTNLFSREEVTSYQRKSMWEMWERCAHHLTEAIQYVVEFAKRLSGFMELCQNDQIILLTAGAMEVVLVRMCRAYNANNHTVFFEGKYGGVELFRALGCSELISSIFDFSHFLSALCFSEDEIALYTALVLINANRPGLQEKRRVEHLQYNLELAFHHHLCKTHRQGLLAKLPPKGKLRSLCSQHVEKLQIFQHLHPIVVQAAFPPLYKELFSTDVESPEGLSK
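Read-out: Photinus luciferase luminescence; inhibitors lower reporter signal. Insect Schneider cells with Gal4-ROR gamma fusion under metallothionein promoter, UAS reporter; 700 uM final copper sulfate induction, 20 hr, ambient temperature.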
ELG1 genotox: induces genotoxicity in HEK293T cells with luciferase-tagged ELG1; AID 504466; 330,000 compounds, 1.3% hits; Potency, µM (series often up to 46 µM), for inactives: at the highest dose activity change, positive = activation, actives largely listed as activators; HEK293T ELG1-luciferase reporter, luminescence, 16 h; further: % of control where 0% means no effect; nearly all actives have a fitted effect of over 60% in size
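HEK293T cells expressing luciferase-tagged ELG1 were exposed to compound or DMSO vehicle for 16 hr at 37 °C and 5% CO2. Luciferase activity was then measured with ONE-Glo after 30 min at room temperature.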
BRCA1 expr act: BRCA1 expression activation; MCF7-BRCA1-FFLuc reporter, luminescence, 48 h; response scale: scaled: vehicle 0%, 10 µM genistein 100%; Potency, µM (titrated, usually from 46.1 µM), inactives show at the top dose activation, actives largely listed as activators; 380,000 compounds, 1.1% hits; further: nearly all actives have a fitted effect of over 80% in size; some results filed as inactive show a strong effect at the top dose
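Activators of BRCA1 expression were detected as increased firefly luciferase luminescence in engineered MCF7 cells after 48 h compound incubation. Signals were scaled to genistein 10 microM as full activation.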
NPC1 prom act: activators of NPC1 promoter; Huh7 NPC1 promoter luciferase reporter, 24 h; Potency, µM (doses to about 9.22 µM), for inactives: at the top dose activation, most hits filed as activators; 320,000 compounds, 2.4% hits;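 further: % of control where 0% means no effect; nearly all actives have a fitted effect of over 60% in size; reporter is driven by a mutant NPC1 promoter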
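Quantitative HTS used a cell-based reporter: Huh7 cells stably bearing the NPC1 promoter upstream of luciferase were treated with compounds for 24 h, and promoter activation was read as luminescence.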
FLuc counter: firefly luciferase modulation, counter-screen for miR-21 project; P08659; purified FLuc, Km substrates, luminescence inhibition; Potency, µM (highest dose often 57.5 µM), inactives show at the top dose activity change, negative = inhibition, most hits filed as inhibitors; 360,000 compounds, 6.9% hits; AID 588342;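 further: plate controls were vehicle for no effect and reference inhibitor for full effect; nearly all actives have a fitted effect of over 55% in size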
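Purified P. pyralis luciferase (10nM final) with 10uM D-luciferin and 10uM ATP (Km levels) in 50mM Tris acetate pH 7.5, 10mM Mg acetate, 0.01% Tween-20, 0.05% BSA; qHTS 6-point titration, ~60 µM downward; luminescence read.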
MBNL1 CUG block: MBNL1-poly(CUG) RNA binding inhibition. 280,000 compounds, 0.036% hits. TR-FRET MBNL1-His/biotin-(CUG)12 binding, 665/545 ratio. Q9NR56. AID 2675. Potency, µM (titrated, usually from 57.5 µM), inactives show at the top dose activity change, negative = inhibition, usual class: inhibitors; active means well fitted inhibition curve with a large enough effect in the signal ratio, with a control signal flat, not every such curve was filed as active; inconclusive means small, poorly fitted or top-dose-only effect, or effect the other way, or a change in a side signal; inactive means no such curve, though single readings can be large or run the other way; the % refers to the signal ratio; further: on the % scale 0 is the no-effect control and ±100 the full control effect
Target sequence (Q9NR56 whole entry, looked up): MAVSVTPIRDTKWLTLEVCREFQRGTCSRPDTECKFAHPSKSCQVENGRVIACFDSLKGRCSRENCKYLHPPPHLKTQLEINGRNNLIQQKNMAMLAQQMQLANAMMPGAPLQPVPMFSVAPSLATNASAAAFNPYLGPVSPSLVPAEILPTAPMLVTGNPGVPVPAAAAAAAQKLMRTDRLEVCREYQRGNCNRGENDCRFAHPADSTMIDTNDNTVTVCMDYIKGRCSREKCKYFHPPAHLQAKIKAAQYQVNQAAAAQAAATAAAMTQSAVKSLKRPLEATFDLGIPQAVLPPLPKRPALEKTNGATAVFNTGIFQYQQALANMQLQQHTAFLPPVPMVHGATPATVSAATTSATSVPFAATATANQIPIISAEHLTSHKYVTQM
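TR-FRET between His-tagged MBNL1 and biotin-(CUG)12 RNA, detected with Tb anti-His antibody (0.055 ng/ul) and streptavidin-XL665 (5 nM), 60 min at room temperature. Compounds titrated 92 nM to 58 uM; 665/545 nm ratio normalized to buffer and complex controls.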
Gal4-VP16 FLuc: inhibits Gal4-VP16 luciferase reporter, ROR gamma counter-screen. Drosophila S2 Gal4-VP16 UAS-luciferase, luminescence, 20 h. 310,000 compounds, 3.5% hits. Potency, µM (top dose mostly 53.6 µM), without a hit: at the highest dose activity, negative = inhibition, usual class: inhibitors. AID 2546;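 further: Gal4-VP16 expression switched on by copper sulfate through the metallothionein promoter; on the % scale 0 is the no-effect control and ±100 the full control effect; nearly all actives have a fitted effect of over 50% in size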
uPA generation: inhibitors of cell surface uPA generation; Potency, µM (titrated, usually from 38.3 µM), inactives show top-dose activity change, negative = inhibition, usual class: inhibitors; cell surface uPA generation assay, qHTS; 330,000 compounds, 0.31% hits; active means well fitted inhibition curve with a large enough effect; inconclusive means small, poorly fitted or top-dose-only effect; inactive means no such curve, though single readings can be large or run the other way; tested in mouse RAW 264.7 cells; further: on the % scale 0 is the no-effect control and ±100 the full control effect; nearly all actives have a fitted effect of over 55% in size
* = called active by the depositor; ? = inconclusive; nt = not tested or not shown; [ ] = another dose, or the depositor's remark. Unless noted, the call rests on the fitted dose curve; in most records, active means well fitted curve in the direction sought with a large enough effect; inconclusive means small, poorly fitted or top-dose-only effect, or another doubt; inactive means no such curve, though single readings can be large; an effect the other way counts as inactive or inconclusive. Potency means the concentration at half of the fitted maximal effect.

compound	Rab9 promoter act	p53 reactivator	FLuc counter	BRCA1 expr act	ELG1 genotox	MBNL1 CUG block	Gal4-VP16 FLuc	RORgamma inh	NPC1 prom act	uPA generation
O=C(CCl)Nc1cn(-c2ccccc2)nc1-c1ccc(F)cc1	-2.7%	-10.8%	-14.9%	-107.3%[inhibitor]	-3.6%	-6.9%	-28.0%	?	-13.3%	-13.1%
C/C(=N\NC(=O)c1cc(-c2cccnc2)nc2ccccc12)c1ccccc1O	-32.8%[inhibitor]	?	?	-84.1%	?	-7.9%	2.7%	?	-35.6%[inhibitor]	-2.4%
Cc1ccccc1NC(=O)CSc1nnc(Cc2ccccc2)o1	-1.5%	-9.0%	3.0%	16.0%	-0.3%	-6.4%	-8.5%	-42.9%	-1.9%	3.1%
CC1CCCCN1Cc1nc2c(c(=O)n(C)c(=O)n2C)n1Cc1c(F)cccc1Cl (stereo unspecified)	-2.7%	-0.5%	-0.7%	-0.7%	-0.1%	5.1%	1.2%	-0.2%	1.0%	-8.0%
CC(C)N(C)CCOC(=O)c1ccc2c(c1)OCCO2	-4.2%	24.2%	-17.5%	1.9%	1.0%	-10.1%	0.3%	-32.8%	2.2%	0.9%
O=C(O)CN1C(=O)CSC1=S	2.4%	0.3%	-0.4%	50.3%	0.1%	9.9%	5.4%	-15.3%	0.9%	-0.1%
Cc1ccc(C(=O)N(CC(=O)NC2CCCC2)c2ccc3c(c2)OCCO3)s1	-2.5%	-2.2%	0.5%	-6.8%	-2.3%	23.3%	4.0%	-11.8%	-3.5%	4.2%
CC(C)(C)c1ccc(OCC(=O)NCCN2CCOCC2)cc1	11.9%	1.5%	-2.1%	-1.0%	4.0%	-1.9%	6.2%	7.8%	-2.5%	-4.0%
N#C/C(=N\Nc1cccc(F)c1)C(=O)C1CC1	-0.7%	4.1%	-8.2%	-2.1%	-5.8%	nt	-1.7%	?	1.5%	14.9%
O=C(NCc1cccnc1)c1ccc(COc2ccc(Cl)cc2Cl)o1	0.4%	-2.5%	?	-3.0%	-0.3%	5.5%	-5.1%	39.8%	1.0%	6.1%
CN(C)S(=O)(=O)c1ccc(N2CCCC2)c(C(=O)Nc2nc(-c3ccc(F)c(F)c3)cs2)c1	-18.0%	-1.2%	-0.5%	-25.1%	-0.7%	-12.5%	-0.6%	2.4%	-7.2%	-4.9%
COc1ccc(-c2csc(N3CCN(C(=O)c4ccccc4)CC3)n2)cc1	-3.7%	-7.8%	?	0.3%	-5.2%	8.5%	-3.0%	17.4%	-0.9%	nt
c1ccc2c(-c3nc(C4CCCCC4)no3)cc(-c3ccncc3)nc2c1	1.4%	3.2%	1.0%	-11.4%	-20.9%	5.4%	-7.7%	27.0%	-5.6%	nt
O=C(CSc1nccn1-c1ccc(F)cc1)NCc1ccc(F)cc1	-8.3%	0.7%	2.2%	-1.0%	-5.7%	-4.2%	23.3%	-1.6%	2.0%	-3.7%
CCn1c(CN2C(=O)CSc3ccccc32)n[nH]c1=S	-3.2%	-3.7%	0.5%	-3.6%	-0.1%	-3.1%	-21.2%	?	1.9%	-1.4%
CC(=O)Oc1oc(-c2ccccc2)nc1C=Nc1ccc(N(C)C)cc1	-0.1%	4.2%	2.2%	-9.5%	-6.1%	3.5%	21.6%	-0.3%	0.0%	1.9%
O=C(/C=C\Nc1cccc(F)c1)c1cccs1	3.98µM*	?	0.849µM*	74.2%	?	?	-13.3%	-39.7%	3.98µM*	-6.0%
CCCCn1c(N)c(N(CCOC)C(=O)C2CCN(S(=O)(=O)c3ccc(C)cc3C)CC2)c(=O)[nH]c1=O	0.0%	-0.4%	-0.2%	-11.3%	3.1%	nt	nt	nt	1.6%	3.6%
COc1ccccc1-n1c(SCC(N)=O)nnc1-c1ccccc1	-4.3%	-5.7%	7.5%	-5.3%	-5.0%	-4.3%	3.2%	-5.3%	-0.6%	-4.0%
COc1cc(-c2nnc(COC(=O)C3c4ccccc4Oc4ccccc43)o2)cc(OC)c1OC	0.4%	-7.8%	0.7%	0.2%	-2.5%	-2.0%	-23.8%	13.2%	1.1%	2.5%
COC(=O)c1cc(N2CCNCC2)nc2ccccc12	4.4%	-2.4%	-2.4%	-7.1%	1.6%	7.0%	-3.9%	4.9%	-2.4%	1.0%
O=C(NCC(c1ccco1)N1CCCC1)c1cc(S(=O)(=O)N2CCOCC2)ccc1Cl (stereo unspecified)	2.4%	-0.2%	7.3%	-1.4%	-0.1%	nt	nt	nt	0.1%	7.1%
Cc1cccc(-n2c(C)cc(C=C(C#N)C#N)c2C)c1	-0.7%	-6.0%	1.2%	-19.6%	2.6%	nt	-7.4%	-2.8%[10 µM]	-1.1%	-0.4%
Cc1c(C(=O)N/N=C/c2ccncc2)nnn1-c1nonc1N	0.7%	15.6%	0.7%	-21.8%	-1.7%	nt	nt	nt	-4.2%	-2.3%
O=C(CCNC(=O)c1ccc(Cl)cc1)Nc1cccc(S(=O)(=O)N2CCCCC2)c1	-1.0%	-11.7%	-1.5%	-32.5%	-3.4%	nt	nt	nt	-1.3%	-5.4%
Cc1nn(C(C)C(=O)Nc2sc3c(c2C#N)CCCC3)c(C)c1[N+](=O)[O-] (stereo unspecified)	9.2%	-6.4%	-2.4%	-24.8%	-12.9%	-3.2%	-7.0%	22.2%	-3.6%	-12.2%
COc1ccc(C(=O)/C(=C\N(C)C)n2nc(C)cc2C)cc1	-4.3%	11.6%	0.8%	0.0%	3.2%	-3.0%	6.9%	-10.8%	-3.0%	3.5%
FC(F)(F)c1ccccc1-n1c(CN2CCCCC2)n[nH]c1=S	1.4%	3.6%	-0.7%	10.4%	0.0%	-2.4%	-25.8%	11.2µM*	-1.5%	2.7%
O=C(O)c1ccccc1Nc1ccccc1	14.0%[46.1 µM]	1.8%	-11.8%	-9.3%	1.4%	nt	-0.6%	38.2%	8.5%[46.1 µM]	8.2%
C/C(=N\Nc1nc2ccccc2[nH]1)c1ccc(C)o1	?	?	10.7µM*	19.4%	?	19.9%	?	14.1µM*	22.0%	-21.2%
CCCCN(CC)C(=O)c1ccc2c(c1)OCO2	3.3%	1.6%	-0.8%	7.2%	0.3%	-8.7%	3.8%	-3.1%	-2.2%	3.4%
CCOCCCNC(=O)/C=C1\Sc2ccccc2N(Cc2ccccc2F)C1=O	25.0%	6.2%	?	55.2%	4.0%	19.9%	8.8%	-8.2%	15.7%	-22.7%
CC(C)NC(=O)c1cccc(Br)c1	-3.6%	-2.3%	-0.7%	5.3%	1.7%	-1.1%	0.0%	17.3%	-2.2%	2.7%
N#CC1=C(N)OC2=C(C(=O)CCC2)C1c1cc2c(cc1Cl)OCO2 (stereo unspecified)	-0.2%	3.3%	2.9%	12.2%	1.3%	3.4%	-9.9%	-14.3%	-1.9%	-0.8%
Cc1ccc(S(=O)(=O)N2C[C@@H]3[C@H]4CC[C@H](C4)[C@@H]3[C@@H](C)[C@H]2c2ccco2)cc1	nt	11.0%	nt	-28.3%	0.3%	nt	nt	nt	nt	?
NS(=O)(=O)c1ccc(CCNC(=O)COc2ccc3c4c(c(=O)oc3c2)CCC4)cc1	-3.4%	-5.2%	6.1%	2.8%	1.6%	2.7%	-2.6%	5.5%	-5.5%	-0.2%
Cc1ccc2nc(-c3ccc(N)cc3)sc2c1	0.224µM*	4.0%	0.107µM*	-64.1%[inhibitor]	?	7.5%	10µM*	4.47µM*	0.316µM*	-15.3%
O=C1CC(c2cccc(Cl)c2)Cc2nc(N3CCN(c4ccccc4)CC3)ncc21 (stereo unspecified)	-10.3%	13.4%	0.0%	-19.4%	-1.9%	3.9%	-16.3%	7.7%	1.6%	7.8%
COc1ccccc1N1CCN(C(=O)CSc2nnc(C)n2C2CC2)CC1	nt	-3.8%	nt	8.7%	0.0%	nt	nt	nt	nt	4.9%
CC(=O)NCc1ccc(S(=O)(=O)N/N=C/c2ccccc2)cc1	-0.4%	-2.1%	-0.5%	-36.0%	-1.7%	nt	-0.1%	1.3%[10 µM]	-1.9%	-3.8%
COc1ccc(OC)c(N(CC(=O)NC2CCCC2)S(=O)(=O)c2ccc(OC)c(OC)c2)c1	-0.4%	-9.9%	-2.5%	-18.1%	-16.9%	0.1%	-0.9%	2.9%	0.0%	0.5%
COc1ccc(-n2c(SCC(=O)NCC3CCCO3)nc3ccccc32)cc1 (stereo unspecified)	-5.9%	-5.6%	-2.1%	-36.1%	-1.5%	3.0%	1.7%	?	1.5%	3.8%
CCCCC(=O)Nc1ccccc1Oc1ccccc1	-2.0%	14.2%	0.5%	-67.1%	-7.8%	-6.6%	10.1%	11.6%	-2.6%	3.6%
Cc1cc(C)c2nc(NNC(=O)c3cc(=O)c4ccccc4o3)sc2c1	14.8%	12.5%	13.5µM*	-19.1%	3.5%	4.2%	?	5.01µM*	1.3%	18.9%

Screens from PubChem.
